Screening data deposited in PubChem by The Scripps Research Institute Molecular Screening Center.
MBD2 DNA inh: inhibitors of MBD2 binding to methylated DNA, primary screen, biochemical, TR-FRET, DNA-binding domain, human. Methyl-CpG-binding domain protein 2 (Homo sapiens), Q9UBB5. MBD2 binding to methylated oligonucleotide. inhibition, % at 4.4 µM. hit rate 0.31% among 370,000. AID 686964, 2013; in the data active means inhibition above about 13%
PLC-beta3 inh: human PLC-beta3 inhibitors, primary screen, biochemical, fluorescence; inhibition, % at 12.2 µM; 1-phosphatidylinositol 4,5-bisphosphate phosphodiesterase beta-3 (Homo sapiens), Q01970; hit rate 0.18% among 370,000; AID 720704, 2013; Purified PLC-beta3, fluorogenic substrate; in the data active means inhibition above about 11%;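 further: 0% = median of compound wells on plate and 100% = full blocker control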
ADAM17 inh: ADAM17 inhibitors, primary screen, biochemical, QFRET. hit rate 0.83% among 370,000. recombinant ADAM17, EDANS/DABCYL FRET peptide cleavage. Disintegrin and metalloproteinase domain-containing protein 17 (Homo sapiens), P78536. inhibition, % at 6.95 µM;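 active means inhibition above the mean of compounds lying between control limits plus 3 SD, set per campaign, cut at about 8.5% in these data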;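 further: 0% = DMSO-only wells as the low control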
KLK7 zymogen act: proKLK7 zymogen activators, primary screen, biochemical, fluorescence intensity; Kallikrein-7 (Homo sapiens), P49862; purified proKLK7, EDANS-DABCYL substrate fluorescence; 100% is mature enzyme control, 0% vehicle; activation, % at 7 µM; hit rate 0.9% among 370,000;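 active means activation above the mean of all tested compounds plus 3 SD, computed per campaign excluding outliers beyond control limits, cut at about 13% in these data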
ARFGAP1 inhibitor: inhibitors of rat ARFGAP1 GAP activity, primary screen, biochemical, fluorescence polarization, GDP tracer | ADP-ribosylation factor GTPase-activating protein 1 (Rattus norvegicus), Q62848 | Arfgap1-stimulated ARF1 GTP hydrolysis, GDP FP detection | inhibition, % at 16.5 µM | hit rate 0.26% among 360,000;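 active means inhibition above a per-plate limit, mean inhibition of low control wells plus 3 SD, cut at about 25% in these data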;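 further: 0% = DMSO wells with enzyme and 100% = wells lacking Arfgap1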
Target sequence (Q62848 1-136 limits assumed): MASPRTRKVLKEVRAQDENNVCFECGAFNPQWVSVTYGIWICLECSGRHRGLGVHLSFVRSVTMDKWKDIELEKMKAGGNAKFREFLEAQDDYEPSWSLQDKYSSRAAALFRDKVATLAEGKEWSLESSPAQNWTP
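System: truncated rat Arfgap1 GAP domain / Medium: HEPES-based buffer, pH 7.5 / Also added: N-terminally truncated human ARF1-GTP substrate / Incubation: enzyme reaction 120 min at 25 °C after 20 min preincubation / Measured by: FP of antibody-bound GDP Alexa 633 tracer, ex 620/em 688 nm / Replicates: singlicate, each compound tested once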
UHRF1 MBD2 ctr: UHRF1 methylated DNA binding inhibitors, primary screen, counter-screen for MBD2 inhibitor project, biochemical, TR-FRET, human UHRF1, single concentration; hit rate 0.75% among 370,000; AID 687016, 2013; UHRF1 binding to methylated oligo; E3 ubiquitin-protein ligase UHRF1 (Homo sapiens), Q96T88; inhibition, % at 4.4 µM; in the data active means inhibition above about 21%;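 further: UHRF1 SRA domain binding a hemimethylated CpG hairpin DNA probe; 0% = median of test compound wells and 100% = reference inhibitor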
Target sequence (Q96T88 whole entry, looked up, the tested form may be a part): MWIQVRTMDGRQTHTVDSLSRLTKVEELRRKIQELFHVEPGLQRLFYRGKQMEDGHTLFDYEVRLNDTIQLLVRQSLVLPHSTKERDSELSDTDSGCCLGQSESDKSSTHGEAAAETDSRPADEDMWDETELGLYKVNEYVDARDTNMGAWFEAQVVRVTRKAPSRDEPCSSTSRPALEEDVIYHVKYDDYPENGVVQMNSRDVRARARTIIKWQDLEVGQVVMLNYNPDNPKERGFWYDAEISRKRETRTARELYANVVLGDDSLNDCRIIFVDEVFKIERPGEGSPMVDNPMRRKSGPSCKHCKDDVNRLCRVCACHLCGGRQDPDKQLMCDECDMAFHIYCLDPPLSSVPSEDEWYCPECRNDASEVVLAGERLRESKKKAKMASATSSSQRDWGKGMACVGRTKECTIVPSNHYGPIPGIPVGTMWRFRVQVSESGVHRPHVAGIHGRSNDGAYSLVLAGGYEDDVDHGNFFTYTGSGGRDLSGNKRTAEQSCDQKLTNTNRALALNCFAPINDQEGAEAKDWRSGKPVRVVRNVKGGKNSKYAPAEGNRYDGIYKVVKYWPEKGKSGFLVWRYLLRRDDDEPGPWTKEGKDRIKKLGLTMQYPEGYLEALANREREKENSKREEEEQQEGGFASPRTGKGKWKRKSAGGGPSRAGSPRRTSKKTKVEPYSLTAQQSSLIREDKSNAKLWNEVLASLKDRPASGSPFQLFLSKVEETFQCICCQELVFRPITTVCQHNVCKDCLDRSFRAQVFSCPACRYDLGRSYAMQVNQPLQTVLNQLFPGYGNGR
DDE Tn6 FP inh: inhibitors of Tn6 peptide binding to fibrin DD(E), primary screen, biochemical, fluorescence polarization, human fibrin, Tn6 probe. Fibrinogen beta chain (Homo sapiens), P02675. Fibrin DD(E) TRITC-Tn6 fluorescence polarization displacement. inhibition, % at 8.3 µM. hit rate 0.21% among 370,000. AID 720509, 2013;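 active means inhibition above a per-campaign cutoff: mean of compounds within control limits plus 3 SD, cut at about 15% in these data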;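 further: 0% = median of all compound wells on the plate and 100% = blocking peptide control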
DDE Tn7 FP inh: inhibitors of Tn7 peptide binding to fibrin DD(E), primary screen, biochemical, fluorescence polarization, human fibrin, Tn7 probe; inhibition, % at 8.3 µM; FP displacement of FITC-Tn7 peptide from fibrin DD(E); 0% = median of compound wells per plate; hit rate 0.13% among 370,000; AID 720508, 2013;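 active means inhibition above the mean of compounds falling within the control limits plus 3 SD of them, cut at about 14% in these data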;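 further: 0% = plate median of compound wells and 100% = 10 µM Aha-Tn7 peptide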
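Assay system: Fibrin-DD(E) protein isolated from polymerized human fibrin clots; read-out basis: percent inhibition; medium: Tris/NaCl/CaCl2 buffer, pH 7.8; signal: FP measurement; incubation: 10 min plus 3 h, room temperature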
ASAP1 inh: inhibitors of human ASAP1 ArfGAP activity, primary screen, biochemical, fluorescence polarization. inhibition, % at 16.5 µM. hit rate 0.19% among 360,000. ASAP1-stimulated ARF1 GTP hydrolysis, GDP FP detection. Arf-GAP with SH3 domain, ANK repeat and PH domain-containing protein 1 (Homo sapiens), …. AID 624377, 2012; in the data active means inhibition above about 25%;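 further: 0% = vehicle with enzyme and substrate and 100% = no enzyme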
PLCg1 inh: PLC-gamma1 enzyme inhibitors, primary screen, biochemical, fluorescence, purified enzyme; fluorogenic substrate; inhibition, % at 12.2 µM; hit rate 0.84% among 370,000; in the data active means inhibition above about 9.5%
Starred values were filed as active, the others as inactive. Compounds were not picked by outcome; overall some 4.1% were active at least once.

`c1ccc2[nH]c(-c3cscn3)nc2c1` gave MBD2 DNA inh 3, PLC-beta3 inh 1, ADAM17 inh -2, KLK7 zymogen act -0.5, ARFGAP1 inhibitor -8, UHRF1 MBD2 ctr -3, DDE Tn6 FP inh -2, DDE Tn7 FP inh 3, ASAP1 inh 3 and PLCg1 inh -1.
`COCCn1c(SCC(=O)N2CCCc3ccccc32)nnc1-c1ccco1` gave MBD2 DNA inh 3, PLC-beta3 inh 5, ADAM17 inh -2, KLK7 zymogen act 0.3, ARFGAP1 inhibitor -2, UHRF1 MBD2 ctr -3, DDE Tn6 FP inh 6, DDE Tn7 FP inh -3, ASAP1 inh -7 and PLCg1 inh 0.
For COc1cccc(CNCCSc2nnnn2C)c1OC the results were MBD2 DNA inh 9, PLC-beta3 inh -1, ADAM17 inh -4, KLK7 zymogen act -0.2, ARFGAP1 inhibitor -3, UHRF1 MBD2 ctr 0, DDE Tn6 FP inh 2, DDE Tn7 FP inh -4, ASAP1 inh -1 and PLCg1 inh 0.
Screening COc1ccc(Cl)cc1NC(=O)CN(C)C(=O)COc1ccccc1F returned MBD2 DNA inh 2, PLC-beta3 inh 2, ADAM17 inh 5, KLK7 zymogen act -0.3, ARFGAP1 inhibitor 0, UHRF1 MBD2 ctr -3, DDE Tn6 FP inh -5, DDE Tn7 FP inh 1, ASAP1 inh 12 and PLCg1 inh 3.
NC(=O)C1=C[C@H](c2ccc(Br)cc2)C[C@H](OCc2ccc(CO)cc2)O1 was read as MBD2 DNA inh -7, PLC-beta3 inh -4, ADAM17 inh 0, KLK7 zymogen act -0.6, ARFGAP1 inhibitor 0, UHRF1 MBD2 ctr -1, DDE Tn6 FP inh 2, DDE Tn7 FP inh 7, ASAP1 inh 4 and PLCg1 inh -3.
For O=C(c1ccco1)N1CCN(C(c2ccccn2)c2nnnn2C2CCCC2)CC1 (stereo unspecified) the results were MBD2 DNA inh -3, PLC-beta3 inh -3, ADAM17 inh -2, KLK7 zymogen act 0.3, ARFGAP1 inhibitor -2, UHRF1 MBD2 ctr -3, DDE Tn6 FP inh 3, DDE Tn7 FP inh -8, ASAP1 inh 5 and PLCg1 inh -2.
`CCN1CCN(CC(=O)c2c[nH]c3ccc(C)cc23)CC1` gave MBD2 DNA inh 2, PLC-beta3 inh -3, ADAM17 inh 0, KLK7 zymogen act 0.4, ARFGAP1 inhibitor -3, UHRF1 MBD2 ctr -2, DDE Tn6 FP inh 6, DDE Tn7 FP inh -5, ASAP1 inh 0 and PLCg1 inh 0.
COc1cc(C2c3sc(=O)[nH]c3SC3C4CCC(C4)C23)ccc1O (stereo unspecified) was read as MBD2 DNA inh 2, PLC-beta3 inh -3, ADAM17 inh -5, KLK7 zymogen act 0.5, ARFGAP1 inhibitor 6, UHRF1 MBD2 ctr 1, DDE Tn6 FP inh -2, DDE Tn7 FP inh 3, ASAP1 inh -1 and PLCg1 inh -1.
Screening CCN(CC(=O)NCc1cccs1)S(=O)(=O)c1ccc(F)c(F)c1F returned MBD2 DNA inh 4, PLC-beta3 inh -6, ADAM17 inh -4, KLK7 zymogen act 0.5, ARFGAP1 inhibitor -10, UHRF1 MBD2 ctr 0, DDE Tn6 FP inh -3, DDE Tn7 FP inh 2, ASAP1 inh 8 and PLCg1 inh 2.
Screening CCOC(=O)c1ccc(NC(=O)NC2CC3CCC(C2)N3C(=S)NC)cc1 (stereo unspecified) returned MBD2 DNA inh 1, PLC-beta3 inh -2, ADAM17 inh -5, KLK7 zymogen act -0.2, ARFGAP1 inhibitor -9, UHRF1 MBD2 ctr -3, DDE Tn6 FP inh 9, DDE Tn7 FP inh 2, ASAP1 inh -7 and PLCg1 inh 0.
CC(=O)c1cccc(NC(=S)Nc2ccc(F)cc2)c1 was read as MBD2 DNA inh -2, PLC-beta3 inh -8, ADAM17 inh 2, KLK7 zymogen act 0.2, ARFGAP1 inhibitor 6, UHRF1 MBD2 ctr -1, DDE Tn6 FP inh 0, DDE Tn7 FP inh 5, ASAP1 inh -5 and PLCg1 inh -2.
C/C(=N\NC(=O)C(=O)Nc1cccc(Cl)c1)c1ccncc1 was read as MBD2 DNA inh -2, PLC-beta3 inh -3, ADAM17 inh -2, KLK7 zymogen act 0.3, ARFGAP1 inhibitor 0, UHRF1 MBD2 ctr -2, DDE Tn6 FP inh 3, DDE Tn7 FP inh 3, ASAP1 inh -12 and PLCg1 inh -4.
`COCCCNC(=O)C[C@H]1C[C@@]2(C(=O)OC)C(=C[C@H](C3CCCC3)O[C@@H]2C)N(CCC2=CCCCC2)C1=O` gave MBD2 DNA inh 9, PLC-beta3 inh -2, ADAM17 inh -3, KLK7 zymogen act 0.2, UHRF1 MBD2 ctr 1, DDE Tn6 FP inh 4, DDE Tn7 FP inh 3 and PLCg1 inh -3.
`COC(=O)Cn1nc(-c2ccccc2)n(-c2ccccc2)c1=S` gave MBD2 DNA inh -6, PLC-beta3 inh 3, ADAM17 inh 3, KLK7 zymogen act -0.5, ARFGAP1 inhibitor 3, UHRF1 MBD2 ctr -1, DDE Tn6 FP inh 9, DDE Tn7 FP inh 0, ASAP1 inh -1 and PLCg1 inh 2.
For O=C(Nc1nc2ccccc2s1)C1CCCN1S(=O)(=O)c1ccc(Cl)cc1 (stereo unspecified) the results were MBD2 DNA inh 4, PLC-beta3 inh 10, ADAM17 inh 11*, KLK7 zymogen act 0.2, ARFGAP1 inhibitor 12, UHRF1 MBD2 ctr 7, DDE Tn6 FP inh -13, DDE Tn7 FP inh -5, ASAP1 inh 6 and PLCg1 inh 5.
Screening CCOC(=O)c1sc(NC(=O)CC)nc1C returned MBD2 DNA inh -5, PLC-beta3 inh 5, ADAM17 inh -1, KLK7 zymogen act -0.1, ARFGAP1 inhibitor -4, UHRF1 MBD2 ctr 0, DDE Tn6 FP inh 4, DDE Tn7 FP inh -1, ASAP1 inh 4 and PLCg1 inh 3.
For Cc1c(C(=O)NCCCN2CCCC2=O)oc2ccccc12 the results were MBD2 DNA inh -6, PLC-beta3 inh 2, ADAM17 inh -3, KLK7 zymogen act 0.0, ARFGAP1 inhibitor -2, UHRF1 MBD2 ctr -1, DDE Tn6 FP inh 1, DDE Tn7 FP inh 13, ASAP1 inh -15 and PLCg1 inh 2.
For Cc1ccc(NC(=O)C(Nc2ccccc2)c2ccccc2)cc1 (stereo unspecified) the results were MBD2 DNA inh -3, PLC-beta3 inh 1, ADAM17 inh -2, KLK7 zymogen act -0.1, ARFGAP1 inhibitor -10, UHRF1 MBD2 ctr -4, DDE Tn6 FP inh 3, DDE Tn7 FP inh 2, ASAP1 inh -4 and PLCg1 inh 1.
For O=C(NCCc1cccs1)Nc1ccc2nc([C@@H]3O[C@H](CO)[C@@H](O)[C@H]3O)[nH]c2c1 the results were MBD2 DNA inh -4, PLC-beta3 inh -1, ADAM17 inh -3, KLK7 zymogen act 0.4, ARFGAP1 inhibitor 4, UHRF1 MBD2 ctr -2, DDE Tn6 FP inh 2, DDE Tn7 FP inh -2, ASAP1 inh 5 and PLCg1 inh 0.
`Cc1ccc(/C=N/NC(=O)C2CC(=O)N(c3ccccc3)C2)s1` (stereo unspecified) gave MBD2 DNA inh -4, PLC-beta3 inh 6, ADAM17 inh 10*, KLK7 zymogen act 0.8, ARFGAP1 inhibitor 5, UHRF1 MBD2 ctr 1, DDE Tn6 FP inh 6, DDE Tn7 FP inh -2, ASAP1 inh 5 and PLCg1 inh 8.
`COc1ccc(-n2nc(C(=O)NCC(=O)N3CCN(c4ccccn4)CC3)c3ccccc3c2=O)cc1OC` gave MBD2 DNA inh 1, PLC-beta3 inh -33, ADAM17 inh -1, KLK7 zymogen act 3.0, ARFGAP1 inhibitor 16, UHRF1 MBD2 ctr 3, DDE Tn6 FP inh 4, DDE Tn7 FP inh -2, ASAP1 inh -11 and PLCg1 inh -21.
Screening O=C1NC(Cc2ccccc2)c2nc3cc(F)c(F)cc3c(=O)n2-c2cc3ccccc3cc21 (stereo unspecified) returned MBD2 DNA inh 1, PLC-beta3 inh -4, ADAM17 inh 5, KLK7 zymogen act -1.6, ARFGAP1 inhibitor -2, UHRF1 MBD2 ctr -2, DDE Tn6 FP inh -6, DDE Tn7 FP inh -4, ASAP1 inh 3 and PLCg1 inh -3.
COc1cc(C(=O)Nc2ccc3c(c2)N(C(=O)CN2CCN(C)CC2)c2ccccc2CC3)cc(OC)c1OC was read as MBD2 DNA inh -1, PLC-beta3 inh -3, ADAM17 inh 3, KLK7 zymogen act 0.8, ARFGAP1 inhibitor 6, UHRF1 MBD2 ctr 6, DDE Tn6 FP inh 5, DDE Tn7 FP inh -10, ASAP1 inh 6 and PLCg1 inh 6.
For O=C(O)Cc1cn(Cc2cccc(Cl)c2)c2ccccc12 the results were MBD2 DNA inh -1, PLC-beta3 inh 0, ADAM17 inh -3, KLK7 zymogen act -0.3, ARFGAP1 inhibitor -13, UHRF1 MBD2 ctr 1, DDE Tn6 FP inh -5, DDE Tn7 FP inh 3, ASAP1 inh -2 and PLCg1 inh -1.
`COc1ccc(OC)c(NC(=O)NCCc2cccc(Cl)c2)c1` gave MBD2 DNA inh 3, PLC-beta3 inh 1, ADAM17 inh 1, KLK7 zymogen act 0.9, ARFGAP1 inhibitor -2, UHRF1 MBD2 ctr -1, DDE Tn6 FP inh -1, DDE Tn7 FP inh 5, ASAP1 inh 14 and PLCg1 inh -1.
`NC1=NC2=C(CCCC2)C2(CCCCC2)S1` gave MBD2 DNA inh -4, PLC-beta3 inh 3, ADAM17 inh -3, KLK7 zymogen act 1.4, ARFGAP1 inhibitor 0, UHRF1 MBD2 ctr 0, DDE Tn6 FP inh -6, DDE Tn7 FP inh 0, ASAP1 inh -6 and PLCg1 inh 6.
Screening Cc1cc(NC(=O)COC(=O)c2cccc(O)c2)no1 returned MBD2 DNA inh -5, PLC-beta3 inh -1, ADAM17 inh -1, KLK7 zymogen act 0.4, ARFGAP1 inhibitor 8, UHRF1 MBD2 ctr 0, DDE Tn6 FP inh 6, DDE Tn7 FP inh 4, ASAP1 inh -3 and PLCg1 inh 0.
